Screening data as filed in PubChem BioAssay.
FXN GAA850 act – FXN promoter activators, primary screen, cell-based, luciferase luminescence, HEK293 lucGAA850; HEK293 lucGAA850 FXN promoter luciferase reporter, 24 h; percent of 10 µM SAHA response; activation, % at 6 µM; 360,000 tested, 0.56% active; AID 540364, 2011;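 active = activation above the average of all compounds screened plus 3 SD, cutoff fixed separately per campaign, cut at about 7.5% in these data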;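 note: 0% = DMSO wells and 100% = 10 µM SAHA wells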
DAX1 inh-1 – DAX1 (NR0B1) inhibitors on StAR promoter, primary screen, cell-based, luminescence, SF-1 (NR5A1), full-length DAX-1; HEK293T StAR-luciferase reporter, SF-1/DAX-1 repression relief; inhibition, % at 6.8 µM; 370,000 tested, 1.1% active; AID 652010, 2013;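 active = inhibition above the mean over all tested compounds plus 3 SD, cut at about 3.6% in these data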;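 note: 0% = DAX-1 cells with DMSO and 100% = cells lacking DAX-1 with DMSO; higher inhibition means more luminescence from relief of DAX-1 repression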
hgDAF12 agonist – H. glycines DAF-12 receptor agonists, primary screen, cell-based, luminescence, HEK293, GAL4 fusion, UAS-luciferase; Nuclear hormone receptor DAF-12 (Heterodera glycines), GAL4 fusion; HEK293 GAL4-hgDAF12 UAS-luciferase reporter, agonist luminescence; normalized to butyrate control; activation, % at 6.8 µM; 370,000 tested, 1.8% active;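 active = activation above a cutoff set at the mean of all screened compounds plus 3 SD, cut at about 10% in these data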;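 note: 0% = DMSO wells and 100% = sodium butyrate wells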
ssDAF12 agonist – S. stercoralis DAF-12 nuclear receptor activators, primary screen, cell-based, luminescence, HEK293, GRIP1 co-expression, lit1-tk-luc; activation, % at 6.8 µM; HEK293 ssDAF-12/GRIP1 lit1-tk-luc reporter; % of 3 µM dafachronic acid response; 370,000 tested, 1% active; Nuclear hormone receptor DAF-12 (Strongyloides stercoralis);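 active = activation above the mean over all tested compounds plus 3 SD, cut at about 0.9% in these data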;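 note: 0% = DMSO-only wells and 100% = 3 µM delta7-dafachronic acid wells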
hcDAF12 agonist – H. contortus DAF-12 nuclear receptor activators, primary screen, cell-based, luminescence, HEK293, lit1-tk-luc reporter. 370,000 tested, 1.4% active. AID 652067, 2013. HEK293 hcDAF-12 lit1-tk-luc reporter; 0% DMSO, 100% Δ7-dafachronic acid. activation, % at 6.8 µM;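 active = activation above the mean of all tested compounds plus 3 SD, cut at about 5.5% in these data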;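 note: 100% = response to 3 µM Δ7-dafachronic acid high control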
NPR1 activator – GC-A stimulated cGMP production enhancers – HEK293 GC-A cells, cGMP TR-FRET, EC30 ANP, primary screen | Atrial natriuretic peptide receptor 1 (Homo sapiens), P16066 | AID 1671463, 2021 | activation, % at 10 µM | 0% at EC30 ANP, 100% saturating ANP | 370,000 tested, 0.14% active; in the data active = activation above about 40%
GC-B act – human GC-B receptor activators, primary screen, HEK293 GC-B cells, cGMP TR-FRET, EC30 CNP | 0% at EC30 CNP, 100% saturating CNP | activation, % at 10 µM | 370,000 tested, 0.11% active;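 active = activation at 10 µM reaching about 35% in either raw or pattern-adjusted values, limit read from the data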
Target sequence (P20594 whole entry, looked up): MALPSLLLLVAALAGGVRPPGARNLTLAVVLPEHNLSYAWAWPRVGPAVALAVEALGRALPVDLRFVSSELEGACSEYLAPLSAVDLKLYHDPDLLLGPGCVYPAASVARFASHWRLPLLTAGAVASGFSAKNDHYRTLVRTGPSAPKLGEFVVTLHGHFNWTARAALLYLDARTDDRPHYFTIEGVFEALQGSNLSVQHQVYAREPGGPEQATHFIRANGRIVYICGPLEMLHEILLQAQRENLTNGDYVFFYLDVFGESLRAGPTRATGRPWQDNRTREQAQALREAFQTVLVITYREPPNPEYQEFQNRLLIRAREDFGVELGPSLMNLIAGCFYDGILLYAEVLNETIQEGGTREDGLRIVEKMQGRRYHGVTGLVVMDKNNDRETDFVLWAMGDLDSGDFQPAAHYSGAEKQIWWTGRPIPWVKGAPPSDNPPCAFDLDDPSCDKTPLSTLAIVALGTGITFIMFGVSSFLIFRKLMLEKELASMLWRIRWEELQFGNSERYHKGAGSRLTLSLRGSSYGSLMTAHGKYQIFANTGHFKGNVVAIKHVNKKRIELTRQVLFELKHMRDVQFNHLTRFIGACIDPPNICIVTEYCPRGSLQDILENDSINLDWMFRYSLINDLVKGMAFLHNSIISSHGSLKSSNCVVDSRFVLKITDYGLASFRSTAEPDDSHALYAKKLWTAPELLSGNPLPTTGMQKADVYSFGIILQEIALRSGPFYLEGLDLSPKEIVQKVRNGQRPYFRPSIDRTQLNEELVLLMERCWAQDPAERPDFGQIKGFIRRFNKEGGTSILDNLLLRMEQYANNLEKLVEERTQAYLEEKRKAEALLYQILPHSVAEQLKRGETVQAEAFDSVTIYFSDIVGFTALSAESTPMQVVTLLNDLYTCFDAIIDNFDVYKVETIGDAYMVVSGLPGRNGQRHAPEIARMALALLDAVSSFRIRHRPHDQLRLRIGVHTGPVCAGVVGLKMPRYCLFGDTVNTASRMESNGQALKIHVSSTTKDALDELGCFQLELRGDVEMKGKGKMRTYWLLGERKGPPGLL
SMARCA2 activ – SMARCA2 (BRM) function activators, primary screen, cell-based, luminescence, high throughput; 370,000 tested, 1% active; MG213 cells, MMTV-luciferase reporter, dexamethasone, overnight; activation, % at 9.1 µM; in the data active = activation above about 7.8%;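 note: 0% = vehicle wells and 100% = reference activator wells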
DAX1 inh-2 – DAX1 (NR0B1) inhibitors, primary screen, cell-based, HEK293, Gal4-DAX1, luciferase luminescence; AID 504766, 2011; HEK293 Gal4-DAX1 luciferase reporter; inhibition, % at 6.75 µM; 340,000 tested, 0.99% active; Nuclear receptor subfamily 0 group B member 1 (Homo sapiens), P51843;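 active = inhibition above the mean over all tested compounds plus 3 SD, cut at about 4.2% in these data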;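 note: 0% = DAX1-transfected cells with DMSO and 100% = empty-vector control cells with DMSO; inhibition shows as a rise in luminescence from relieved DAX1 repression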
ADAM10 inh – human ADAM10 inhibitors, primary screen, biochemical, QFRET, HTS; 370,000 tested, 0.62% active; Disintegrin and metalloproteinase domain-containing protein 10 (Homo sapiens), O14672; inhibition, % at 7 µM; recombinant ADAM10, EDANS/DABCYL FRET peptide cleavage, 3 h;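 active = inhibition above a per-campaign cutoff equal to the mean of compounds falling between control-based bounds plus 3 SD, cut at about 20% in these data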;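 note: 0% = DMSO wells while the 100% control is not disclosed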
sPLA2-III inh – human group III sPLA2 inhibitors, primary screen, biochemical, QFRET, BODIPY PC-A2 liposome substrate; 370,000 tested, 0.56% active; Group 3 secretory phospholipase A2 (Homo sapiens), Q9NZ20; QFRET BODIPY PC-A2 liposome hydrolysis, fluorescence; inhibition, % at 12.2 µM;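 active = inhibition above mean plus 3 SD of compounds lying within the high and low control bounds, cut at about 19% in these data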;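 note: 0% = median of test compound wells and 100% = no enzyme DMSO wells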
Numbers without * were called inactive; i = inactive; · = no result given.

SMILES | FXN GAA850 act | DAX1 inh-1 | hgDAF12 agonist | ssDAF12 agonist | hcDAF12 agonist | NPR1 activator | GC-B act | SMARCA2 activ | DAX1 inh-2 | ADAM10 inh | sPLA2-III inh
Cc1cc(=O)oc2cc(OCC(=O)NC3(C#N)CCCCC3)ccc12 | -0.4 | -1.9 | 2.1 | -1.0 | -2.1 | -5 | -1 | 1 | 0.0 | i | -4
CC(=O)Nc1ccc(S(=O)(=O)NCC(=O)OCC(=O)NCCc2ccccc2)cc1 | 2.6 | 1.4 | -0.7 | -0.5 | 0.9 | 0 | 3 | 1 | 0.6 | -8 | 0
CN(N)c1nc2ccccc2nc1C(F)(F)F | 1.0 | -0.3 | 1.7 | -0.4 | 0.4 | 2 | 3 | 0 | · | -7 | 6
COc1cc(-c2nc3ccccn3c2NCC2CCCO2)ccc1O (configuration not stated) | -0.7 | -1.5 | -2.8 | -1.8 | -0.3 | 1 | -1 | 4 | -0.9 | i | 5
S=c1nc[nH]c2c1sc1nc(-c3ccccc3)c3c(c12)CCCC3 | 4.5 | 0.1 | -1.5 | -1.4 | -0.7 | 3 | -3 | -2 | 0.1 | -9 | -2
c1ccc(-c2cc(N3CCCCCC3)n[nH]2)cc1 | 2.0 | 0.2 | 2.8 | -1.2 | -1.2 | 3 | -4 | 3 | -0.5 | -7 | 4
CNS(=O)(=O)c1cccc(C(=O)NCC2(N3CCCCC3)CCCCC2)c1 | 1.0 | 0.4 | -1.2 | -0.7 | 1.5 | 1 | 3 | -4 | 0.3 | 2 | 6
Cc1c2c(nc3c(C)cccc13)OC(C)C2 (configuration not stated) | 2.8 | 0.2 | 3.4 | -0.6 | -1.1 | 1 | -1 | -1 | -0.7 | -6 | 1
Cc1cccc2c1CCC1CN(Cc3ccccc3)S(=O)(=O)N21 (configuration not stated) | · | · | -0.2 | -1.9 | 1.7 | -1 | -2 | · | · | 1 | -4
CCCC(c1nnnn1C(C)(C)C)N1CCN(Cc2ccccc2OC)CC1 (configuration not stated) | -2.4 | 0.6 | 1.2 | -0.9 | 0.8 | -27 | -7 | -5 | 1.1 | -4 | 0
Cc1nc2c(-c3ccc(F)cc3)c(C)nn2c(C)c1CCC(=O)NCCN1CCOCC1 | 2.0 | 0.2 | -2.5 | -1.1 | 0.6 | -7 | -1 | -3 | -0.2 | -11 | 12
CC(=O)c1cccc(OCC(=O)Nc2cc(Cl)ccc2-n2cncn2)c1 | 6.8 | 0.9 | 6.7 | -0.8 | 0.2 | 6 | 9 | 0 | 0.1 | -1 | 2
COC(=O)C[C@H]1C[C@H]2c3cc(NC(=O)NC4CCCC4)ccc3O[C@H]2[C@@H](CO)O1 | 1.4 | 1.0 | -1.9 | -1.1 | 1.0 | 2 | 2 | -2 | 1.4 | -8 | 10
O=C(CNc1ccc(Oc2ccccc2)cc1)N1CCOCC1 | -1.6 | -0.8 | 1.7 | -0.9 | -1.2 | 4 | 4 | 0 | -2.0 | -7 | 0
COC(=O)[C@]12C[C@H](CC(=O)NCCCN3CCCC3=O)C(=O)N(Cc3ccc(Cl)cc3Cl)C1=C[C@H](C(C)(C)C)O[C@@H]2C | · | -1.1 | 0.7 | -1.3 | -2.9 | -12 | -10 | 1 | · | -1 | -19
O=C1C(=O)N(Cc2ccc(-c3ccsc3)cc2)c2ccc(OC(F)(F)F)cc21 | · | · | -4.6 | -0.8 | 1.1 | -24 | -22 | · | · | 3 | 26*
O=C(Nc1cccc2ccccc12)c1ccccc1 | 3.1 | 2.5 | 10 | -0.3 | 5.6* | -1 | -6 | 5 | 2.4 | 14 | -5
COc1ccc2[nH]c(=O)c(CN(C(=O)c3cccnc3)c3cccc(C)c3)cc2c1 | -1.5 | -0.2 | -0.8 | -0.9 | 0.0 | 2 | -2 | -5 | -0.2 | -62 | 1
COc1ccc(C(=O)NNC(=O)C23CC4CC(CC(C4)C2)C3)c(OC)c1 | -0.2 | 0.0 | 2.1 | -0.6 | -1.3 | -3 | 4 | 0 | -1.1 | -1 | 5
Cc1ccc(N2C(=O)C(F)(F)C2c2ccccc2)cc1 (configuration not stated) | -0.2 | -0.1 | 0.3 | -1.2 | -1.4 | -6 | 2 | 1 | 0.2 | 2 | -4
C[C@H](CO)N1C[C@H](C)[C@H](CN(C)Cc2cccc(F)c2)Oc2ncc(C3=CCCC3)cc2C1=O | · | -1.3 | 3.8 | -0.7 | -0.5 | 3 | -3 | -5 | · | -22 | -3
CC(C)Cn1c(N)c(C(=O)COC(=O)c2cc(F)cc(F)c2)c(=O)n(C)c1=O | -2.3 | -0.1 | -1.3 | -1.3 | -0.3 | -1 | 2 | -3 | -1.9 | -3 | -10
COCCOC(=O)c1c(C)oc2ccc(OCc3cc(C(=O)OC)oc3C)cc12 | -0.8 | 0.1 | -0.5 | -1.7 | -1.3 | -5 | 1 | 0 | -1.3 | 3 | -11
CCOC(=O)CN1C(=O)CN(c2ccc(C)c(C)c2)C1=O | 4.0 | 0.0 | -0.6 | -0.8 | -1.0 | -5 | 1 | -3 | -1.1 | -4 | 8
CCOC(=O)C1CCN(S(=O)(=O)c2c(Cl)ccc3nonc23)CC1 | -16 | -5.6 | -8.8 | -0.9 | -3.0 | -7 | -10 | 8 | -3.7 | -7 | 3
C=C(C(=O)Oc1c(C(C)(C)C)cccc1C(C)(C)C)c1ccccc1 | -1.6 | -0.3 | -0.3 | -0.7 | 0.5 | -6 | -4 | 0 | 0.6 | 1 | 2
Cc1noc(C)c1COc1ccc(C(=O)N2CC(C)CC(C)C2)cc1 (configuration not stated) | -1.0 | -2.3 | -3.9 | -1.5 | -1.9 | -2 | 0 | -2 | -0.7 | -12 | 2
CC(=O)NC1C(=O)N(CCc2ccccc2)c2ccccc21 (configuration not stated) | -1.4 | 0.8 | 1.3 | -0.7 | -0.1 | 1 | 6 | -1 | -0.7 | -5 | -13
Cc1ccc2nc(-c3cccnc3)cc(C(=O)N3CCN(c4ccc([N+](=O)[O-])cc4)CC3)c2c1 | -0.3 | -0.6 | -0.6 | -1.0 | 0.4 | -9 | -2 | 3 | 0.6 | 6 | 5
CCOC(=O)c1c(-c2ccccc2)oc2ccc(O)cc12 | 1.7 | -0.2 | 5.1 | -1.6 | -1.5 | -9 | -16 | -2 | -0.8 | -12 | -28
O=C(CS(=O)(=O)Cc1ccccc1)N1CCc2ccccc2C1 | 0.3 | 1.5 | 1.1 | -0.7 | -0.1 | 1 | 12 | -2 | -0.7 | -17 | 2
COc1ccc(OC)c(/C=N/NC(=O)C(O)c2ccccc2)c1 (configuration not stated) | 1.0 | -0.2 | 1.0 | -0.9 | 0.0 | 3 | 2 | 0 | 0.3 | i | 2
Cc1ccc(C)c(N2CCN(C(=O)COc3cc(=O)n(C)c4ccccc34)CC2)c1 | -0.8 | -0.2 | -1.0 | -1.9 | -0.5 | -10 | -8 | 0 | -0.2 | -6 | 6
CC(=O)N[C@@H](CS)C(=O)O | -2.0 | -0.1 | 1.4 | -1.2 | 0.8 | 0 | 2 | -4 | 0.2 | -4 | -1
CCc1cc2c(=O)c(-c3nc4ccccc4n3C)c(C)oc2c(CN2CCCCC2)c1O | 1.2 | -1.8 | -3.4 | -1.4 | -2.7 | 1 | 4 | -6 | -2.2 | -344 | 14
CN(c1c(C#N)c(C(F)(F)F)nn1C)N(S(C)(=O)=O)S(C)(=O)=O | 0.7 | -0.4 | -2.0 | -0.4 | -1.4 | -2 | 2 | -2 | 0.1 | -2 | 3

Looked up by compound from above (two):
SMILES | FXN GAA850 act | DAX1 inh-1 | hgDAF12 agonist | ssDAF12 agonist | hcDAF12 agonist | NPR1 activator | GC-B act | SMARCA2 activ | DAX1 inh-2 | ADAM10 inh | sPLA2-III inh
Cc1c2c(nc3c(C)cccc13)OC(C)C2 (configuration not stated) | 2.8 | 0.2 | 3.4 | -0.6 | -1.1 | 1 | -1 | -1 | -0.7 | -6 | 1
COC(=O)C[C@H]1C[C@H]2c3cc(NC(=O)NC4CCCC4)ccc3O[C@H]2[C@@H](CO)O1 | 1.4 | 1.0 | -1.9 | -1.1 | 1.0 | 2 | 2 | -2 | 1.4 | -8 | 10

A few values from the list.
Cc1cc(=O)oc2cc(OCC(=O)NC3(C#N)CCCCC3)ccc12 | SMARCA2 activ: 1
Cc1ccc(C)c(N2CCN(C(=O)COc3cc(=O)n(C)c4ccccc34)CC2)c1 | DAX1 inh-2: -0.2

2 compounds from above with just FXN GAA850 act, sPLA2-III inh and DAX1 inh-1.
SMILES	FXN GAA850 act	sPLA2-III inh	DAX1 inh-1
O=C(CS(=O)(=O)Cc1ccccc1)N1CCc2ccccc2C1	0.3	2	1.5
CC(=O)NC1C(=O)N(CCc2ccccc2)c2ccccc21 (configuration not stated)	-1.4	-13	0.8

Next section.
SMILES | FXN GAA850 act | DAX1 inh-1 | hgDAF12 agonist | ssDAF12 agonist | hcDAF12 agonist | NPR1 activator | GC-B act | SMARCA2 activ | DAX1 inh-2 | ADAM10 inh | sPLA2-III inh
CNC(=O)COC(=O)c1ccc([N+](=O)[O-])cc1Cl | 2.1 | -1.1 | -0.1 | -1.2 | 2.1 | -1 | -1 | 0 | 0.5 | -1 | 14
CC(C)CNS(=O)(=O)c1ccc(C(=O)Nc2ccc3c(c2)OCCO3)cc1 | 1.8 | 0.3 | 3.4 | -0.4 | -1.6 | 2 | 2 | -1 | -0.3 | 5 | -18
COc1ccc(N2CCN(C(=O)c3ccc4c(c3)CCN4S(C)(=O)=O)CC2)cc1 | 4.2 | -0.5 | -1.7 | -1.2 | -1.6 | 0 | 2 | 5 | 3.9 | -10 | 6
CCO[C@@H]1OC(C(=O)N2CCOCC2)=C[C@H](C(C)(C)C)[C@H]1CCCO | -1.0 | 0.5 | -1.1 | -1.4 | -0.1 | -1 | 7 | 1 | -0.2 | 3 | 1
Cc1ccc(S(=O)(=O)NN=C2CC(C)(C)CC(=O)C2(C)C)cc1 | 0.3 | -0.9 | -1.1 | -1.1 | 1.5 | 1 | -2 | 2 | 1.5 | -9 | 0
CC1=C(C(=O)Nc2ccccc2)C(c2ccccn2)n2ncnc2N1 (configuration not stated) | 1.0 | 0.9 | 1.4 | -1.0 | -0.4 | 1 | 0 | -2 | -0.8 | 2 | 1
O=C(CSc1nc2ccccc2c(=O)[nH]1)c1ccc(O)c(O)c1 | 3.5 | 0.9 | 1.2 | -1.2 | 0.5 | -3 | -8 | -2 | 0.1 | 0 | -11
